Rpn11 block = inhibitors of human proteasome Rpn11. O00487. human 26S proteasome, Ub4-pepOG fluorescence polarization; 20S core pre-blocked with epoxomicin. calls only at 20 µM. hit rate 0.59% among 360,000. AID 588493;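 active = inhibition at 20 µM, scaled to each plate's controls, above about 33%, limit read from the data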
Target sequence (O00487 whole entry, looked up): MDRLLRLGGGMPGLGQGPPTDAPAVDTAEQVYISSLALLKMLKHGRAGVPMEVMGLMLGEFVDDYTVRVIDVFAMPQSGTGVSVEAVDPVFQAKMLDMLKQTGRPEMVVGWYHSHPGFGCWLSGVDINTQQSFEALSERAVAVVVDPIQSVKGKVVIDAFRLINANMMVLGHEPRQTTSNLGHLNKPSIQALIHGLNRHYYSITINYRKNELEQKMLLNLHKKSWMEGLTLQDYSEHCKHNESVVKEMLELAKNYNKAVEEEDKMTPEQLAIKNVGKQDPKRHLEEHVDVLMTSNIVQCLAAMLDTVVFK
MLLE-PAM2 inh = inhibitors of microRNA-mediated deadenylation, human PABP1 MLLE binding; P11940; GST-MLLE / FITC-PAM2 fluorescence polarization; inhibition, % at 20 µM; hit rate 0.36% among 360,000; in the data active = inhibition above about 35%, passing the limit was not always enough;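 also: plate controls were DMSO wells with GST-MLLE for no effect and wells lacking GST-MLLE protein for full effect; some results filed as inactive read as strong as hits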
Target sequence (P11940 whole entry, looked up): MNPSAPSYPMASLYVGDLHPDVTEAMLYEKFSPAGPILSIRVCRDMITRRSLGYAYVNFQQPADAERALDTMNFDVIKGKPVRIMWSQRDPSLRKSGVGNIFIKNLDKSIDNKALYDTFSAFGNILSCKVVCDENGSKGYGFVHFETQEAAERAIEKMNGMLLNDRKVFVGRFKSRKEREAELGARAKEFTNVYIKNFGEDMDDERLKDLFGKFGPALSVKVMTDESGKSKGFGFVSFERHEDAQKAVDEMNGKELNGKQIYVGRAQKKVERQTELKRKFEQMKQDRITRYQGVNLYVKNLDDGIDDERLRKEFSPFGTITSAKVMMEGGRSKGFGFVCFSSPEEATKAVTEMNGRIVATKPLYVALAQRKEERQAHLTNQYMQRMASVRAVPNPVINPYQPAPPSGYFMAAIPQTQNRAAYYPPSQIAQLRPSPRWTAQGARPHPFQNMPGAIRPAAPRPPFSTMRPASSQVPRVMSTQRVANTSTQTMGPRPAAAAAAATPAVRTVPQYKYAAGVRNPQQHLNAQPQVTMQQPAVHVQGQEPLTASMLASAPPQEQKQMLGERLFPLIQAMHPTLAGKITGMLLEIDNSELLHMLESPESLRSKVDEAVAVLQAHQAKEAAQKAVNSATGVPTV
Rin1-Abl PPI inh = inhibitors of human Rin1-Abl protein interaction. TR-FRET Rin1/Abl binding, biochemical. hit rate 0.4% among 360,000. P00519+Q13671. AID 588664. inhibition, % at 7.35 µM; in the data active = inhibition above about 5%, passing the limit was not always enough
MT1-MMP act inh = inhibitors of human MT1-MMP activation | P50281 | HT1080 RFP-PRO-GFP cells, GFP/RFP ratio fluorescence, overnight; percent of plate control window, DMSO zero | GFP/RFP ratio change, % at 20 µM | hit rate 0.061% among 360,000 | AID 651647;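 active = GFP/RFP ratio change of at least 30% with cell ATP level not reduced by more than half and red fluorescence within 50% of control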; also: strong numbers were not always called active
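Test system: HT1080 RFP-PRO-GFP cells; Benchmarks: DMSO and RFP-L50D-GFP cell wells; Timing: cells overnight before dosing, compound overnight, 37 °C, 5% CO2; Compound: one 20 µM compound dose with 1% DMSO; Read-out: GFP/RFP fluorescence ratio.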
FAS-TE inh = inhibitors of human fatty acid synthase thioesterase domain; P49327; hit rate 0.67% among 360,000; recombinant FAS-TE, OMFH fluorogenic substrate, fluorescence endpoint; inhibition, % at 15 µM;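 active = compounds whose normalised, plate-corrected inhibition of enzyme fluorescence in the single-dose primary screen is 50% or more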;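 also: 0% = DMSO with enzyme and 100% = substrate without enzyme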
SKN-1 inh = blocks SKN-1 activity in C. elegans. C. elegans VP596 Pgst-4::GFP/RFP ratio, acrylamide-induced, 24 h. inhibition, % at 21.8 µM. hit rate 0.49% among 360,000;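 active = interference check ratio from 0.5 to 1.5 plus GFP to RFP signal ratio inhibition reaching or exceeding a fixed threshold, cut at about 30% in these data, passing the limit was not always enough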; also: some compounds called inactive have numbers as strong as hits
CSN inh = CSN deneddylation inhibition; Q92905; Purified CSN, SCF-Nedd8-OG deneddylation, fluorescence polarization; inhibition, % at 12.5 µM; hit rate 0.38% among 360,000; AID 651999;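 active = pattern-corrected inhibition above about 35%, with an unprinted fluorescence ratio check between 0.5 and 1.5, limit read from the data, passing the limit was not always enough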;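 also: 0% = enzyme with substrate and 100% = substrate without enzyme; some results filed as inactive read as strong as hits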
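Test system: purified human Csn5 enzyme expressed in HEK293T cells. Amount: 0.24 nM enzyme. Reagent: SCFSkp2-Nedd8OG substrate at 10 nM final. Schedule: 90 min incubation of compound, enzyme and substrate at room temperature. Detection: fluorescence polarization. Read-out: % inhibition of substrate cleavage by Csn5.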
Neddylation inh = cullin neddylation inhibition; P61081+Q13564; TR-FRET cullin neddylation, biochemical; calls only at 25 µM; hit rate 0.58% among 360,000; in the data active = inhibition above about 36%
NadD block = blocks S. aureus nicotinate mononucleotide adenylyltransferase; purified NadD enzyme, colorimetric absorbance read-out; inhibition, % at 20 µM; hit rate 0.78% among 360,000; in the data active = inhibition above about 26%; also: some compounds past the cut are filed as inactive
The depositor's hits bear a star; i = inactive; · = not tested or not shown. This is a random part of the collection, and some 3.9% of all compounds hit somewhere here.

Screens in order: Rpn11 block | MLLE-PAM2 inh | Rin1-Abl PPI inh | MT1-MMP act inh | FAS-TE inh | SKN-1 inh | CSN inh | Neddylation inh | NadD block
COc1ccc(N2CCN(S(=O)(=O)CCNC(=O)C(C)Oc3ccccc3)CC2)cc1 (centres undefined)
 : i | -6 | 0 | 4 | -6 | -6 | -3 | i | -5
COc1ccc(C(=O)C2CCCN(Cc3cc(C)c(O)c(C)c3)C2)c(OC)c1 (centres undefined)
 : i | 1 | 0 | -1 | -4 | -5 | 5 | i | -5
CC1CC(Nc2ccccc2)=CC(=O)O1 (centres undefined)
 : i | 11 | -3 | -2 | -9 | 8 | -3 | i | -1
COc1ccc(S(=O)(=O)N2CCc3ccccc32)cc1C(=O)OCC(=O)c1c(N)n(C)c(=O)n(C)c1=O
 : i | 7 | -2 | -3 | 12 | -2 | -1 | i | -4
COCc1cc(C)nc(SCC(=O)Nc2ccccc2C)c1C#N
 : i | 5 | 3 | 0 | 0 | -6 | 1 | i | 5
CCOC(=O)CSc1nc(C)nc2c1sc1nc(C)c(C(C)=O)c(-c3ccc(OC)cc3)c12
 : i | -1 | -2 | -9 | 25 | -5 | 1 | i | 0
O=S(=O)(Nc1cccnc1)c1cc(Cl)ccc1Cl
 : i | 1 | -3 | 4 | -7 | 6 | -3 | i | 1
Oc1c(Cl)cc(Cl)cc1CNc1nc2ccccc2[nH]1
 : i | -2 | 1 | 2 | 1 | -2 | 1 | i | -6
Cc1ccc(C)c(NC(=S)NNc2ccc(F)cc2F)c1
 : i | 23 | 3 | -1 | -5 | 1 | 6 | i | -7
Cc1cc(-n2cnnn2)ccc1C(C)C
 : i | -2 | -1 | 1 | -3 | 7 | 2 | i | -5
NNC(=O)[C@H]1C[C@@H]1c1ccccc1
 : i | -12 | 2 | -1 | -11 | -3 | 4 | i | -1
O=C(COC(=O)CCC(=O)c1cccs1)NC1CC1
 : i | 1 | -3 | 1 | -4 | 11 | 3 | i | -6
CC(=O)c1ccc(N2CCN(c3ccc(C(N)=O)cc3[N+](=O)[O-])CC2)cc1
 : i | -9 | -4 | 3 | -7 | 4 | -3 | i | 1
COc1ccc(S(=O)(=O)n2ccnc2)c2cccnc12
 : i | 8 | 2 | 6 | -17 | 3 | -1 | · | 1
CC1(C)CC(=O)C2=C(C1)Nc1ccccc1NC2c1ccccn1 (centres undefined)
 : i | 15 | -2 | -3 | -5 | -13 | -4 | i | -4
O=C(NC(=S)Nc1ccccc1)c1cncc(C#Cc2ccccc2)c1
 : i | 40* | 0 | 1 | 23 | -10 | -1 | i | 0
O=C(NCc1ccc(Cl)cc1Cl)C(=O)N1CCCCC1
 : i | 6 | 2 | 0 | -4 | 10 | 6 | i | -1
CC(C)(C)NC(=O)C(c1ccncc1)N(C(=O)CNC(=O)c1ccco1)c1ccc2c(c1)OCO2 (centres undefined)
 : i | 0 | -1 | 0 | -6 | -3 | 3 | i | -2
COc1cc(NS(=O)(=O)c2ccc(C)c(C)c2)c(OC)cc1Cl
 : i | -1 | 2 | 4 | 26 | -2 | 3 | i | -10
CC(=O)Nc1ccc(S(=O)(=O)Nc2ccc3c(c2)OCO3)cc1
 : i | 1 | -2 | 1 | -2 | 4 | -1 | i | -7

As entered above.
Rin1-Abl PPI inh with CC(C)(C)NC(=O)C(c1ccncc1)N(C(=O)CNC(=O)c1ccco1)c1ccc2c(c1)OCO2 (centres undefined) = -1
FAS-TE inh with CC(=O)c1ccc(N2CCN(c3ccc(C(N)=O)cc3[N+](=O)[O-])CC2)cc1 = -7
Rin1-Abl PPI inh with O=C(NCc1ccc(Cl)cc1Cl)C(=O)N1CCCCC1 = 2
MLLE-PAM2 inh with COc1ccc(S(=O)(=O)n2ccnc2)c2cccnc12 = 8

Other results
Screens in order: Rpn11 block | MLLE-PAM2 inh | Rin1-Abl PPI inh | MT1-MMP act inh | FAS-TE inh | SKN-1 inh | CSN inh | Neddylation inh | NadD block
COc1ccc(C(C)=O)cc1OCc1ccccc1
 : i | -5 | 0 | -3 | -5 | 8 | 2 | i | -4
COc1cc(C(=O)Nc2scc(-c3ccccc3)c2C(=O)O)cc(OC)c1OC
 : i | -4 | 2 | -1 | -1 | 8 | -5 | · | -3
Cc1cc(F)ccc1NCc1cccnc1
 : i | 5 | 2 | 1 | -1 | 1 | 2 | i | 3
Cc1ccc(/C=C/C(=O)NC(=S)N2CCN(c3ccc(F)cc3)CC2)cc1
 : i | -19 | -3 | 1 | -2 | -3 | 2 | i | 6
O=[N+]([O-])c1ccc(NC(=S)NCCc2ccccc2)cc1
 : i | 16 | 1 | 0 | 53* | -2 | -1 | i | -5
O=C(NC1CCCN(Cc2ccc(Cl)cc2)C1)c1cccc(F)c1 (centres undefined)
 : i | -7 | -3 | -2 | 9 | -8 | 2 | i | -2
COc1ccc(NC(=O)COC(=O)CCCc2c[nH]c3ccccc23)cc1OC
 : i | -1 | -1 | 0 | -1 | -10 | 2 | i | -4
O=C(Nc1ccccc1)N1CCN(c2ncccn2)CC1
 : i | -1 | 0 | -2 | -7 | 10 | -1 | i | -5
Cc1ccc(S(=O)(=O)N(C)CCCC(=O)NC(C)(C)CO)cc1
 : i | -4 | -2 | 6 | -4 | 6 | -1 | i | -8
COc1ccc(C2CC(c3ccc(Br)cc3)=NN2C(=O)CN2CCCC2)cc1 (centres undefined)
 : i | -4 | -1 | 0 | 2 | -3 | 2 | i | 5
Cn1cc(CN2CCC(C(=O)Nc3ccc(Oc4ccccc4F)cc3)CC2)cn1
 : i | -8 | 2 | -3 | -6 | 1 | 0 | i | -10
O=C(Cn1nc(Cl)nc1Cl)c1ccc2c(c1)OCCO2
 : i | 13 | -1 | -1 | -2 | -4 | 1 | i | -5
COCOCCn1cc(CN2CCS(=O)(=O)N(Cc3ccc(-c4ccc(OC)c(OC)c4)cc3)C(CC(C)C)C2=O)nn1 (centres undefined)
 : i | 6 | 0 | -1 | 7 | 0 | 8 | i | -3
O=C(CC(C(=O)O)c1cccc(Cl)c1Cl)c1ccccc1 (centres undefined)
 : i | 3 | -1 | 2 | -5 | 7 | 1 | i | -7
COc1ccc(C(C)=O)cc1CSc1nnc(Nc2ccc(C)cc2C)s1
 : i | -10 | -3 | -1 | 24 | 12 | 1 | i | 9
COc1ccc(NC(=O)C2CCCN(C(=O)Nc3ccc(F)cc3)C2)cc1 (centres undefined)
 : i | -4 | 2 | -2 | -7 | 15 | 4 | i | -11
O=C(CNS(=O)(=O)c1ccc(F)cc1)Nc1ccc(C(F)(F)F)cc1
 : i | -2 | 3 | -2 | -3 | -22 | 4 | i | -7
Cc1occc1C(=O)N(C)Cc1nc(-c2ccccc2)no1
 : i | 9 | 0 | 2 | -6 | 21 | 3 | i | -5
CNC(=O)c1sc(NCc2ccccc2OC)nc1C
 : i | 5 | 4 | 5 | -4 | -12 | -2 | i | -4
CCC(=O)c1c[nH]c(C(=O)NCCCn2ccnc2)c1
 : i | 0 | -2 | 3 | -5 | -4 | -4 | i | -2
Cc1ccc(C(=O)Nc2c(-c3ccc(Cl)cc3)[nH][nH]c2=O)cc1
 : i | 5 | 4 | -1 | 10 | -7 | 3 | i | 3
C[C@@H]1CCC(=O)N(CC[C@H](N=[N+]=[N-])c2ccccc2)CC1
 : i | 10 | -1 | -2 | -5 | 0 | -1 | i | -4
COCCNC(=O)CSc1nc2ccccc2c(=O)n1CCCC(=O)NCc1ccccc1
 : i | 9 | 1 | 2 | -5 | 1 | -2 | i | 6
Cc1c(N)cccc1-n1cccc1
 : i | 21 | -5 | 1 | -3 | 7 | -1 | i | -5
O=[N+]([O-])c1ccc(CN2CC(N3CCN(CCO)CC3)CS2(=O)=O)cc1 (centres undefined)
 : i | -4 | 0 | 2 | -7 | 8 | -3 | i | 1
CCCc1cc(=O)[nH]c(SCC(=O)N2CCCc3ccccc32)n1
 : i | -1 | 4 | -11 | -1 | 8 | -9 | i | -1
O=C(Nc1cc(C(=O)N2CCOCC2)cc(C(=O)N2CCOCC2)c1)c1cc(F)c(F)cc1Cl
 : i | -12 | -2 | -4 | -6 | 4 | -6 | i | -5
CCOC(=O)Cc1csc(NC(=O)CSc2nc3cccnc3n2CC)n1
 : i | 24 | 0 | -3 | -5 | 21 | -3 | i | -3
OCCN(CCO)CC(O)Cn1c2ccccc2c2ccccc21 (centres undefined)
 : i | -14 | 3 | 0 | -2 | 11 | 1 | i | -2
CCOC(=O)N1CCN(C(=O)C[C@@H]2C[C@@]3(C(=O)OC)CC(C)(C)CC=C3N(CCc3ccc(OC)c(OC)c3)C2=O)CC1
 : · | · | · | 5 | · | 12 | 2 | i | ·
Cc1ccccc1NC(=O)CSc1ccc(-c2cccnc2)nn1
 : i | 0 | 0 | 4 | -4 | 12 | 1 | i | 1
COc1ccc(NC(=O)CS(=O)(=O)c2cn(CC(=O)N3CCOCC3)c3ccccc23)cc1
 : i | -6 | 1 | -6 | -9 | -9 | -1 | i | -1
CC[n+]1ccc(C)c2cc(P(=O)(c3ccccc3)c3ccccc3)ccc21
 : i | -110 | -12 | -3 | -5 | 7 | -5 | i | 9
O=C(CSC1=NCCS1)c1ccc(Cl)cc1
 : i | 27 | 4 | -1 | -15 | -4 | -5 | i | -2
O=C(CC1CCCC1)Nc1ccc(Br)cc1
 : i | -1 | 0 | -1 | 10 | 14 | -4 | i | 1
O=C(O)c1cccc(NC(=O)C2CC(=O)N(Cc3ccccc3)C2)c1 (centres undefined)
 : i | -1 | 1 | 4 | -1 | -2 | 2 | i | -3
Cc1nc(N2CCCCC2C)c2c(C)c(C(=O)Nc3ccccc3C(F)(F)F)sc2n1 (centres undefined)
 : i | -12 | -5 | 2 | 28 | 9 | -1 | i | 2
c1ccc2sc(Sc3ncnc4sccc34)nc2c1
 : i | 3 | 2 | -9 | 0 | 8 | 3 | i | 1
CCCCNC(=O)CC(=O)Nc1ccccc1C(=O)O
 : i | 1 | 0 | -5 | -5 | 0 | 0 | i | 0
CC1(c2nnc(-c3ccccc3)o2)CC(c2cccnc2)=NO1 (centres undefined)
 : i | -5 | 5 | 2 | -10 | -6 | 0 | i | -7

Full records, looked up by structure.
Cc1c(N)cccc1-n1cccc1 is listed as Rpn11 block: i; MLLE-PAM2 inh: 21; Rin1-Abl PPI inh: -5; MT1-MMP act inh: 1; FAS-TE inh: -3; SKN-1 inh: 7; CSN inh: -1; Neddylation inh: i; NadD block: -5
COCCNC(=O)CSc1nc2ccccc2c(=O)n1CCCC(=O)NCc1ccccc1 is listed as Rpn11 block: i; MLLE-PAM2 inh: 9; Rin1-Abl PPI inh: 1; MT1-MMP act inh: 2; FAS-TE inh: -5; SKN-1 inh: 1; CSN inh: -2; Neddylation inh: i; NadD block: 6

Remaining list, next part:
Screens in order: Rpn11 block | MLLE-PAM2 inh | Rin1-Abl PPI inh | MT1-MMP act inh | FAS-TE inh | SKN-1 inh | CSN inh | Neddylation inh | NadD block
CCC(C)(CCNC(=O)Cc1ccccc1)c1ccccc1OC (centres undefined)
 : i | 9 | -1 | -2 | 9 | 7 | 3 | i | -8
Cc1ccc(CN2C(=O)c3ccccc3C2C(=O)NCc2cccnc2)cc1 (centres undefined)
 : i | -1 | 2 | -1 | -4 | 3 | -4 | i | -2
COCCNC(=O)Cn1c(=O)n(Cc2ccc(C(=O)NCCc3ccc(OC)c(OC)c3)cc2)c(=O)c2ccccc21
 : i | 20 | -1 | -3 | -3 | -5 | -4 | i | 2
Cn1nc(-c2ccccc2)c(CO)c1Sc1ccccc1
 : i | 6 | 1 | 2 | -1 | 1 | -1 | i | -7
CC1CCCCC1NC(=O)Cn1c(CN2CCCCC2)nc2ccccc2c1=O (centres undefined)
 : i | -5 | 2 | -7 | -2 | -12 | 3 | i | -3
